# Screening data (PubChem)
# SDO1 yeast rescue = sdo1-depleted yeast growth rescue; S. cerevisiae sdo1-depleted JHY4D growth rescue, OD600 30 h; hits give high values; pdr5 snq2 efflux-pump mutant strain; z-score at 10 µM; hit rate 0.21% among 140,000; AID 817;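 active means z-score above 3 at both the 24 hr and the 30 hr optical density reads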;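 further: z-score against mean and SD of all compound wells on the same plate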
# INS promoter inh = TRM-6 insulin promoter activity inhibition; hit rate 0.9% among 130,000; AID 1273; inhibition, % at 2 µM; TRM-6 cells (human fetal islet line), insulin promoter-eGFP reporter, imaging; reporter expression induced with tamoxifen;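 active means inhibition above the mean plus 3 SD, with well images judged a real hit on visual review, cut at about 60% in these data, passing the limit was not always enough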
# SDO1 yeast rescue Rescue 24 h = second read-out of SDO1 yeast rescue, no call of its own (marks repeat the call); z-score; S. cerevisiae sdo1-depleted JHY4D growth rescue, OD600; measured here: growth rescue at 24 h;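 0 is the plate mean of compound wells and units are plate SD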
# Active calls of the source: *; . = no result given.
SDO1 yeast rescue,SDO1 yeast rescue Rescue 24 h,INS promoter inh,compound
0.21,0.12,53,CCOC(=O)CNC(=O)CSc1nnc(-c2ccc(OC)cc2)n1CC
-0.18,-0.73,.,Cc1ccsc1/C=N\NC(=O)Cn1nnc2ccccc21
0.97,0.71,.,Cc1ccc(-n2c3c(cc(C(=O)N4CCN(C)CC4)c2=O)C(=O)CC(C)(C)C3)cc1
-0.43,-0.42,.,Cc1nc2ccc(S(=O)(=O)NC(C(=O)N3CCC(C)CC3)C(C)C)cc2s1 (configuration not stated)
0.16,0.34,.,CCOC(=O)Cn1c(=O)oc2cc(S(=O)(=O)NCC3CCCO3)ccc21 (configuration not stated)
.,.,8,CO/N=C/C(=N\Nc1ccccc1)C(=O)c1ccccc1
-2.4,-1.6,.,CCOC(=O)Cc1csc(NC(=O)c2c(O)c3ccccc3n(CC(C)C)c2=O)n1
-1.1,-1.6,-17,CCCCOC(=O)n1c(=O)oc2ccccc21
-0.38,-0.75,0,CCOc1ccccc1Nc1nc(N)nc(CSc2nccc(C)n2)n1
0.6,-0.2,48,CCCCNC(=S)NNC(=O)c1nn(C)c(C)c1Cl
.,.,-43,CC1CCCCN1C(=O)Nc1cccc(C(F)(F)F)c1 (configuration not stated)
0.11,-0.1,3,C=CCNC(=O)c1onc(CSc2ccccc2C)c1C(=O)O
-0.05,0.57,54,S=c1[nH]nc(C2CCCCC2)n1/N=C/c1cccs1
0.53,0.79,.,O=C(O)c1ccc(N2C(=O)C3ON(c4ccccc4)C(c4ccccc4F)C3C2=O)cc1 (configuration not stated)
-0.5,-0.59,36,CCCCC(CCC(=O)Nc1ccc(C(=O)OC)cc1)C(=O)O (configuration not stated)
-0.39,-0.81,-6,Cc1cccc(N2C(N)=NC(N)=NC23CCCCC3)c1
-0.3,-0.33,3,O=C(O)Cn1cnc2ccccc2c1=O
-0.13,-0.3,-231,Cc1ccc(NC(=O)CSCC(=O)NC2CCCCC2)cc1
-0.01,-0.42,.,O=C(Nc1nccs1)C1CCCN1S(=O)(=O)c1cccc2cccnc12 (configuration not stated)
0.63,1.1,42,Cc1ccc2c(c1)nnn2C1CCN(CC(=O)c2ccc(Cl)cc2)CC1
-1.4,-1.4,.,COc1ccccc1NC(=O)Cn1cnc2c(oc3ccccc32)c1=O
0.34,0.37,-124,CCOCCCNC(=O)C(Cc1ccccc1)NC(=O)c1ccco1 (configuration not stated)
-0.37,-0.09,50,COC(=O)c1ccc2c(c1)C(=O)N(C1CCCCC1)C2=O
-1.5,-0.98,-14,CCC(=O)OC1CC(C)N(C(=O)c2ccccc2)c2ccc(C)cc21 (configuration not stated)
-0.26,1.1,-327,Cc1ccc(-c2cc3nc(-c4ccccc4)cc(N4CCOCC4)n3n2)cc1

# Further records follow:
SDO1 yeast rescue,SDO1 yeast rescue Rescue 24 h,INS promoter inh,compound
-1,-1.5,19,CCOC(=O)c1c(C)[nH]c(C)c1C(=O)COC(=O)/C=C/c1ccc(Cl)cc1
.,.,31,CN(CC(=O)NC1CCN(Cc2ccccc2)CC1)S(=O)(=O)c1ccc2c(c1)c(=O)n(C)c(=O)n2C
0.4,-0.26,-8,c1cc(-c2ccncc2)ccn1
.,.,-6,O=Cc1cnc(N2CCN(Cc3ccccc3)CC2)s1
-0.71,0.17,0,O=C(COC(=O)c1cccc(C(F)(F)F)c1)NCc1ccc(Cl)cc1
-0.97,-0.35,-33,CC(C)COc1nc2ccccc2c(=O)n1OCC(=O)O
-2.2,-2.2,8,COc1ccc(-c2n[nH]c(C)c2-c2ccc(Cl)cc2)c(O)c1
0.74,-0.01,-9,CCCCCCCCCc1nc2sc3c(c2c(=O)n1NC(=O)c1ccc([N+](=O)[O-])cc1)CC(C)(C)OC3
.,.,30,COc1cc(NC(=O)CSc2nnc3c(n2)[nH]c2ccc(S(=O)(=O)NC(C)C)cc23)cc(OC)c1OC
.,.,-33,NC(=O)Cn1c(=O)n(CCC(=O)NCCSCc2ccccc2)c(=O)c2ccccc21
0.22,0.49,-33,Cc1cc(N2C(=O)C3CC=CCC3C2=O)cc(C)c1Br (configuration not stated)
-0.59,-0.4,0,COC(=O)c1sccc1NC(=O)CCC1CCCC1
0.12,0.22,-9,CS(=O)(=O)N(CC(=O)NCc1ccco1)c1cc(C(F)(F)F)ccc1Cl
0.09,-0.5,-38,O=C(CN(Cc1ccccc1)S(=O)(=O)c1ccccc1)N1CCOCC1
1.3,1.2,34,CCn1cc(C(=O)NCc2cccnc2)c(=O)c2cc(F)c(N3CCN(C(=O)c4ccco4)CC3)cc21
0.23,-0.27,.,Cc1cccc2nc(CSc3nncn3-c3ccccc3)cn12
0.1,-0.14,.,COc1ccc(NC(=O)C2CCN(c3nc(C)nc4c3CCC4)CC2)cc1
0.04,1.1,32,O=[N+]([O-])c1ccc(N=Nc2ccc(O)cc2O)cc1
.,.,-8,CCC(=O)NNc1ncnc2c1cnn2C
.,.,-8,COc1ccc(S(=O)(=O)c2cnc3ccccc3n2)cc1
-1.8,-1.4,0,CCOC(=O)CSc1ncnc2c1sc1nc(N3CCOCC3)c3c(c12)CCCC3
0.31,-0.02,.,COCCCNC(=O)/C=C/c1ccc(Cl)cc1
-0.53,-0.6,-8,CC(=O)Nc1ccc([N+](=O)[O-])cn1
-0.05,0.38,.,Cc1cc(NC(=O)c2cc([N+](=O)[O-])cc([N+](=O)[O-])c2)n(-c2ccccc2)n1
-0.31,-0.99,.,Cn1ccnc1C(O)c1cc(C(C)(C)C)c(O)c(C(C)(C)C)c1 (configuration not stated)

# Gathered by group, those above with a CF3 group (three)
SDO1 yeast rescue,SDO1 yeast rescue Rescue 24 h,INS promoter inh,compound
.,.,-43,CC1CCCCN1C(=O)Nc1cccc(C(F)(F)F)c1 (configuration not stated)
-0.71,0.17,0,O=C(COC(=O)c1cccc(C(F)(F)F)c1)NCc1ccc(Cl)cc1
0.12,0.22,-9,CS(=O)(=O)N(CC(=O)NCc1ccco1)c1cc(C(F)(F)F)ccc1Cl

# Three entries out of the list above, sorted by the value under INS promoter inh, high to low:
mol	INS promoter inh
S=c1[nH]nc(C2CCCCC2)n1/N=C/c1cccs1	54
CCCCNC(=S)NNC(=O)c1nn(C)c(C)c1Cl	48
CCOC(=O)c1c(C)[nH]c(C)c1C(=O)COC(=O)/C=C/c1ccc(Cl)cc1	19

# (listing goes on)
SDO1 yeast rescue,SDO1 yeast rescue Rescue 24 h,INS promoter inh,compound
.,.,78*,C(=N\Nc1ncnc2ccccc12)/c1ccccc1
0.93,1.8,20,COc1ccc(/C=N/c2nc3ccccc3n2CCN2CCCCC2)cc1OC
.,.,-46,COc1ccc(NC(=O)C2CSC(C)(C)N2C=O)cc1 (configuration not stated)
-1.1,-0.98,32,O=C(OCc1c(Cl)cccc1Cl)c1cccnc1Cl
.,.,-50,CC(CCc1ccccc1)NC(=O)CNC(=S)N(Cc1cccs1)C1CCCC1 (configuration not stated)
0.11,-0.38,-6,CCCc1[nH]nc2c1C(c1c(C)nn(-c3ccccc3)c1Cl)C(C#N)=C(N)O2 (configuration not stated)
-1.3,0.13,39,CC1Cc2ccccc2N1c1ncnc2c1nnn2Cc1ccccc1Cl (configuration not stated)
0.41,0.11,36,Cc1cc2ccccc2cc(C)c1=O
0.92,3.6,-20,O=C(NCc1ccc2c(c1)OCO2)c1cc(-c2ccc(Cl)cc2Cl)on1
-0.97,0,37,Cc1nn(CCC#N)c2nc(-c3ccccc3)cc(C(F)(F)F)c12
-0.25,-2.1,.,Cc1ccc(CN2CC34C=CC(O3)C(C(=O)NCc3ccc5c(c3)OCO5)C4C2=O)cc1 (configuration not stated)
-0.8,-1.3,31,CSc1nc2n(n1)C(c1ccccn1)C1=C(CC(C)(C)CC1=O)N2 (configuration not stated)
-0.33,-0.97,29,CCOC(=O)C1=C(C)NC2=C(C(=O)CC(C)(C)C2)C1c1ccc(N(C)C)cc1 (configuration not stated)
-0.53,0.24,-20,CN(c1ccccc1)S(=O)(=O)c1cccc(C(=O)Nc2ccc3c(c2)CCC3)c1
-0.58,-0.52,.,COc1ccc(/C=N/NC(=O)CNC(=O)c2cccs2)cc1
-0.77,-0.79,22,O=C(NC1CCCCCCC1)c1ccc2c(c1)OCO2
1.4,0.9,26,CC(=O)N1CCN(C(=O)CCc2nc3sc4c(c3c(=O)[nH]2)CCCC4)CC1
1.4,1.3,-208,Cc1c(Cl)cccc1NC(=O)CSCC(N)=O
0.46,-0.65,.,CN(Cc1ccco1)C(=O)Cn1c(=O)oc2cc(S(=O)(=O)NCc3ccccc3)ccc21
-0.55,-0.22,-5,Nc1ccc(N=Nc2ccccc2)c(N)n1
.,.,40,CCOC(=O)NC(=O)/C(N=Nc1cccc(C(F)(F)F)c1)=C(\C)O
.,.,-266,O=C(CSc1ccc(-c2cccc([N+](=O)[O-])c2)nn1)NCc1ccccc1
.,.,17,Cc1cc(C(=O)N2CCN(c3ncccn3)CC2)sc1-c1ccccc1
.,.,44,CC(=O)/C=C1/C(=O)Nc2ccccc21
0.88,0.56,.,CC(=O)Nc1ccc(NC(=O)Cc2sc(C)nc2-c2ccc(C)cc2)cc1

# Ordered by formula weight (highest first): some entries from above.
SDO1 yeast rescue,SDO1 yeast rescue Rescue 24 h,INS promoter inh,compound
-0.53,0.24,-20,CN(c1ccccc1)S(=O)(=O)c1cccc(C(=O)Nc2ccc3c(c2)CCC3)c1
0.92,3.6,-20,O=C(NCc1ccc2c(c1)OCO2)c1cc(-c2ccc(Cl)cc2Cl)on1
1.4,1.3,-208,Cc1c(Cl)cccc1NC(=O)CSCC(N)=O

# (more compounds)
SDO1 yeast rescue,SDO1 yeast rescue Rescue 24 h,INS promoter inh,compound
-1.6,-1.4,-68,Cc1ccc(-n2nnnc2C(Cl)c2nnnn2-c2ccc(C)cc2)cc1
2.3,3.1,-107,CCCC1=[N+](CC(=O)c2ccccc2)CCn2c(C)ccc21
.,.,-38,O=C(CC12CC3CC(CC(Br)(C3)C1)C2)OCCN1CCCCC1
-1.4,-0.97,-50,O=C1CC(c2ccco2)CC2=C1C(c1ccccc1)n1nc(C(F)(F)F)nc1N2 (configuration not stated)
.,.,41,C=C1C(C(=O)Nc2ccc(F)cc2)C1C(=O)Nc1ccc(F)cc1 (configuration not stated)
0.55,0.7,41,CCOC(=O)Cc1csc(N)n1
-0.54,-1.2,.,COC(=O)C(Cc1ccccc1)NC(=O)CSc1nc(C)cc(=O)[nH]1 (configuration not stated)
-0.62,-1.1,17,COc1ccccc1CNC(=O)CCSCc1cccc(Cl)c1
0.43,0.18,61,CCOC(=O)N1CCN(Cc2nc(N)nc(Nc3ccccc3C)n2)CC1
0.45,0.5,-8,CC(C)CN1CCC(C(=O)N2CCN(c3ccccc3F)CC2)CC1
.,.,20,Cc1cc(NC(=O)C(=O)c2c(C)[nH]c3ccccc23)no1
-0.04,0.31,22,Cc1cc(C)nc(NC(=O)Cc2ccc([N+](=O)[O-])cc2)c1
-0.64,-0.16,17,CC/C(O)=C1\C(=O)CC(C)(C)CC1=Nc1ccccc1C
-0.35,-0.51,-16,CC(C)CC(NC(=O)c1ccc(Cl)cc1)C(=O)OCC(=O)c1ccc2c(c1)NC(=O)CO2 (configuration not stated)
0.68,0.27,76*,Nc1ncc(Br)cc1N=Cc1ccccc1
-1.2,-1.2,.,COc1ccc(/C=C/C(=O)NC(=S)NNC(=O)c2c(-c3ccccc3)noc2C)cc1
0.63,0.71,.,CN1CCc2c(sc(/N=C/c3cccs3)c2C(N)=O)C1
-0.11,-0.04,43,CC(C)Nc1nc(NC(C)C)nc(OCCOC(=O)c2ccccc2)n1
0.9,2.7,-10,CCn1c(C)cc(/C=C2\NC(=O)N(Cc3ccccc3)C2=O)c1C
-1.6,-0.71,-13,CC1(C)CC2CC(C)(CN2S(=O)(=O)c2ccc(N)cc2)C1 (configuration not stated)
-0.36,-0.35,25,COc1ccc(C(=O)c2cnc3cc4c(cc3c2C)OCO4)cc1
0.1,0.16,.,COc1cc(NC(=O)C2CCCN(S(=O)(=O)c3ccc4c(c3)oc(=O)n4C)C2)cc(OC)c1 (configuration not stated)
-0.28,-0.99,-329,CC1=C(C(=O)OC(C)C)C(c2ccsc2)NC(=O)N1C (configuration not stated)
0.13,0.63,.,CCOC(=O)N1CCC(C(N)=O)CC1
.,.,27,Cc1ccc(-c2cnc3cc(C)nn3c2)cc1

# No new results follow: 4 of the compounds above.
SDO1 yeast rescue,SDO1 yeast rescue Rescue 24 h,INS promoter inh,compound
-0.64,-0.16,17,CC/C(O)=C1\C(=O)CC(C)(C)CC1=Nc1ccccc1C
-0.35,-0.51,-16,CC(C)CC(NC(=O)c1ccc(Cl)cc1)C(=O)OCC(=O)c1ccc2c(c1)NC(=O)CO2 (configuration not stated)
0.68,0.27,76*,Nc1ncc(Br)cc1N=Cc1ccccc1
-1.2,-1.2,.,COc1ccc(/C=C/C(=O)NC(=S)NNC(=O)c2c(-c3ccccc3)noc2C)cc1

# Further records:
SDO1 yeast rescue,SDO1 yeast rescue Rescue 24 h,INS promoter inh,compound
.,.,44,Oc1c(C(c2ccccn2)N2CCCCC2)cc(Cl)c2cccnc12 (configuration not stated)
-0.89,0.62,17,CN1/C(=C\C(=O)CSc2nnc(NCc3ccccc3)s2)C(C)(C)c2ccccc21
-1.5,-1.3,8,CC(C)CNC(=O)c1ccc(COc2ccc(Cl)cc2Cl)o1
0.69,0.4,-68,COCCn1c(SCC(=O)NCc2ccccc2)nnc1-c1ccco1
0.34,0.76,.,Cc1csc(NC(=O)C(CC(C)C)NS(=O)(=O)c2ccc3c(c2)oc(=O)n3C)n1 (configuration not stated)
-0.79,-0.93,11,Cc1ccnc(NS(=O)(=O)c2ccc(NC(=O)c3cc(-c4ccc(Br)cc4)nc4ccccc34)cc2)n1
-0.87,-0.36,44,Nc1nc(Br)c2c(F)cccc2c1-c1ccc(Cl)cc1
